S aureus QS inh: blocks AIP-induced quorum sensing reporter in S. aureus. S. aureus RN6390 RNAIII-GFP reporter, flow cytometry 3 h. inhibition, % at 2 µM. actives 0.3% (n = 24,000);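 active = share of bacteria positive for the green fluorescent reporter and its mean brightness both inhibited by 50% or more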;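 note: 0% = AIP-stimulated control and 100% = unstimulated bacteria without AIP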
S aureus QS inh GFP MFI %: also measured in S aureus QS inh; calls as there; inhibition, %; measured here: inhibition of GFP MFI
An asterisk follows results filed as active; & = joins results of further samples.

SMILES	S aureus QS inh	S aureus QS inh GFP MFI %
CCCc1cc(=O)oc2cc3oc(C)c(C)c3cc12	-2.0	-1.4
COc1cc(-c2noc(-c3ccccc3C(=O)NCc3ccco3)n2)cc(OC)c1OC	-0.6	-6.1
c1ccc(CCNc2ccc3nncn3n2)cc1	-0.8	-9.7
CCOc1ccc(NC(=O)CN2CCN(CC(=O)Nc3cc(OC)cc(OC)c3)CC2)cc1	2.5	7.4
Cc1ccccc1Cn1ccc(NC(=O)c2cnn3c(C(F)(F)F)cc(-c4ccco4)nc23)n1	-0.1	-15.4
COCCN(C(=O)Nc1ccc(OC)cc1OC)C1CCN(C(C)C)CC1	-0.3	3.7
Cc1cc(NC(=O)c2cc(-c3ccco3)on2)n(-c2ccccc2)n1	-0.3	15.3
COc1cccc(-c2nnc(Nc3nc4c(F)cccc4s3)o2)c1	3.9	12.7
CCCCOc1ccc(CSc2n[nH]c(C)n2)cc1	-0.7	-5.7
Cn1c(SC/C=C/c2ccccc2)nnc1-c1cnccn1	1.9	5.9
O=C(CCn1c(=O)c2sccc2n(Cc2cc(=O)n3ccccc3n2)c1=O)NCc1ccco1	6.9	9.7
CCCN1Cc2cccc(C(N)=O)c2C1=O	-2.4	-10.1
Cc1nc(N)[nH]c(=O)c1CCC(=O)OCC(C)C	-0.5	-5.0
Cc1nc(-c2cccc(-c3noc(C)n3)c2)no1	-3.1	-8.2
CSC(=O)CC(=O)NC(=O)c1ccccc1	6.4	11.4
CCOC(=O)N1CCN(CC(=O)Nc2cc3c(cc2C(C)=O)OCO3)CC1	-1.1	-15.0
COC(=O)c1cc(=O)n(Cc2ccco2)c(=Nc2ccc(F)c(Cl)c2)s1	0.1	-5.2
O=C(N1CCOCC1)N1CCC(NC(=O)C23CC4CC(CC(C4)C2)C3)CC1	0.0	-9.7
COc1ccc(C2SCC(=O)N2c2c(C)n(C)n(-c3ccccc3)c2=O)c(OC)c1 (stereo not drawn)	0.3	-1.3
CCCCNC(=O)CS(=O)Cc1nc(-c2cccc(C)c2)oc1C (stereo not drawn)	2.4	5.3
CCC1Oc2ccccc2N(CC(=O)Nc2ccc(OC)cc2OC)C1=O (stereo not drawn)	-2.6	-16.4
CC(C)(C)NC[C@H](O)COc1nsnc1N1CCOCC1	-1.5	-1.3
O=C(O)C1CCCN(S(=O)(=O)c2ccc(Cl)s2)C1 (stereo not drawn)	-0.4	1.1
O=C(NCC1COc2ccccc2O1)C1CCCN(S(=O)(=O)c2cnc[nH]2)C1 (stereo not drawn)	1.7	24.6
Cc1ccc(Cn2ccc(NC(=O)c3c(-c4ccccc4Cl)noc3C)n2)cc1	-0.1	-4.9
O=C(O)CN1C(=O)CCS(=O)c2ccccc21 (stereo not drawn)	0.2	7.9
CN(CCc1ccccn1)c1ncnc2[nH]ncc12	-10.8	-19.3
CCOC(=O)C1=C(NC#N)OC(C)=C(C)C1c1ccc(O)cc1 (stereo not drawn)	0.2	5.5
Cc1ccc2[nH]c(=O)c(-c3noc(C(C)C)n3)cc2c1	3.2	7.3
O=S(=O)(NCCC1=CCCCC1)c1cccc2nsnc12	-10.5	-23.8
CCN(CC)CCn1c(OC)cc(=O)[nH]c1=O	-0.6	5.6
CC(C)(C)OC(=O)N1CCCC1C(=O)NC(Cc1ccccc1)C(=O)O (stereo not drawn)	0.2	-22.8
CCc1ccccc1NC(=O)c1cc(-c2cccc(O)c2)on1	-4.7	5.2
CC1=NC(C)Cc2ccccc21 (stereo not drawn)	2.3	5.6
O=C(CSc1oc(-c2ccco2)nc1S(=O)(=O)c1ccc(Cl)cc1)NCC1CCCO1 (stereo not drawn)	-0.8	18.1
CCOC(=O)c1c(C)n(C)c2ccc(OCC(O)CN3CCN(C)CC3)cc12 (stereo not drawn)	-2.4	-10.7
COc1ccc(S(=O)(=O)CCC(=O)N2CC(=O)N(CCc3ccccc3)C(=O)C2)cc1	-6.1	-13.3
COc1ccc(NC(=O)c2cc3ccccn3n2)cc1	-2.3	-17.5
COc1ccc(-c2cc(C(=O)Nc3cc(OC)c(OC)c(OC)c3)no2)cc1OC	-1.3	-18.1
CCC(=O)N1C(C(=O)N2CCCC2)CSC1c1ccc(OC)cc1 (stereo not drawn)	3.2	9.6
COc1ccccc1C1/C(=C(/O)c2ccccc2)C(=O)C(=O)N1CC(C)C (stereo not drawn)	-2.0	-10.5
CCOC(=O)N1CCC(N2Cc3cccc(C(=O)NCC4CCN(CC(C)C)C4)c3C2=O)CC1 (stereo not drawn)	2.2	11.2
Cn1c(=O)c2c(nc(Br)n2CCSc2ncccn2)n(C)c1=O	-0.2	-20.1
CC1CN(C(=O)c2ccccc2)OC(c2ccc3c(c2)OCO3)O1 (stereo not drawn)	0.4	25.1
N=c1c(C(=O)NC2CCCC2)cc2c(=O)n3ccccc3nc2n1C1CCCC1	-1.0	-6.4

Whole records, quoted from the list. Values in the order: S aureus QS inh	S aureus QS inh GFP MFI %
`CCOC(=O)c1c(C)n(C)c2ccc(OCC(O)CN3CCN(C)CC3)cc12` (stereo not drawn) is entered as -2.4	-10.7
`COc1ccccc1C1/C(=C(/O)c2ccccc2)C(=O)C(=O)N1CC(C)C` (stereo not drawn) is entered as -2.0	-10.5
`CCc1ccccc1NC(=O)c1cc(-c2cccc(O)c2)on1` is entered as -4.7	5.2
`Cn1c(=O)c2c(nc(Br)n2CCSc2ncccn2)n(C)c1=O` is entered as -0.2	-20.1
`CCN(CC)CCn1c(OC)cc(=O)[nH]c1=O` is entered as -0.6	5.6

Additional compounds follow:
SMILES	S aureus QS inh	S aureus QS inh GFP MFI %
COc1cc2c(C#N)c(N3CCOCC3)nc(N)c2c(N)n1	0.4	7.6
CCC(=O)c1cc2c(C)cc(=O)oc2c(C)c1O	-0.3	-2.1
COc1ccccc1OCC(=O)NCC1CCCCC1	0.4	3.5
COC(=O)C1=C(NC(=O)c2cccc(C)c2)CCS1	0.7	-1.2
COc1ccc(OCCOC(=O)c2cccs2)cc1	3.2	11.2
CCC(C)(NC(=O)c1ccccn1)C(=O)NC1CCCCC1 (stereo not drawn)	-3.6	-11.1
CCOC(=O)c1ccc(-n2c(=S)sc3c(=O)[nH]c(C)nc32)cc1	1.7	3.8
CCOC(=O)N1CCN(S(=O)(=O)c2ccc(F)c(C(=O)Nc3cc(C)cc(C)c3)c2)CC1	0.3	3.2
CC(=O)Nc1nonc1-c1nc2ccccc2n1Cc1ccccn1	-2.7	-14.1
O=C(CSc1nccn1-c1ccc(Cl)cc1)Nc1ccc2c(c1)OCO2	3.3	12.1
CCOCCCNC(=O)c1cc2c(-c3ccc(Cl)cc3)nn(C)c2s1	-4.6	-16.4
O=C(NCc1cccnc1)c1ccc2c(=O)n(CCCN3CCCC3=O)c(=S)[nH]c2c1	-2.0	-19.7
CCOC(=O)c1c(NC(=O)c2cc(C3CC3)on2)sc(C(C)=O)c1C	4.4	14.9
CCOC(=O)C1CCCN(C(=O)CN(c2ccc(OC)cc2)S(=O)(=O)c2c(C)noc2C)C1 (stereo not drawn)	-5.9	-3.9
Cn1c(=O)cc(OCC(=O)NCCCN2CCN(c3ccccc3F)CC2)c2ccccc21	-4.4	-8.0
COc1ccc(C(CNC(=O)c2ccc(OCC3CCCO3)cc2)N2CCOCC2)cc1 (stereo not drawn)	-1.1	-6.3
CCN(CC)S(=O)(=O)c1ccc2oc(C(=O)O)c(C)c2c1	1.2	4.3
COc1ccccc1N1CCN(S(=O)(=O)c2cnc[nH]2)CC1	6.2	46.2
CN(C)c1ccc(-c2nc3n(n2)C(c2cccnc2)C2=C(CC(C)(C)CC2=O)N3)cc1 (stereo not drawn)	-2.9	1.9
Cc1n[nH]c(C)c1S(=O)(=O)N1CCCC(C(=O)NCc2cccs2)C1 (stereo not drawn)	2.3	14.4
O=C(CSc1nnc(Cc2ccccc2)o1)N1CCc2ccccc21	-6.1	6.5
O=C(Nc1nc2ccccc2s1)C1CC(=O)N(c2ccc(F)cc2)C1 (stereo not drawn)	-1.8	0.7
COCCCNC(=O)c1cn(C)c(=O)c2cc(OC)c(OC)cc12	-0.5	-2.6
CCOCCCNC(=O)C1CCCN(S(=O)(=O)CC)C1 (stereo not drawn)	-2.0	-1.3
C=CCNC(=O)CNS(=O)(=O)c1ccc(F)cc1	-0.3	-9.0
CCOC(=O)N1CCC(N2Cc3cccc(C(=O)N4CCN(C5CCCCC5)CC4)c3C2=O)CC1	-10.4	-41.5
CSc1nc2ccccc2n1CC(=O)Nc1c(C)n(C)n(-c2ccccc2)c1=O	0.9	8.7
CCOC(=O)/C=C1\SCC(=O)N1Cc1ccc(Br)cc1	-0.3	8.8
Cc1ccc(CN2C(=O)CCC2C(=O)NC2CC2)cc1 (stereo not drawn)	-4.2	-3.7
Cc1cccc2c1N(CC(=O)OC(C)C)C(=O)C2=O	-2.4	-31.5

The closing 3 entries of the section above open the next one:
SMILES	S aureus QS inh	S aureus QS inh GFP MFI %
CCOC(=O)/C=C1\SCC(=O)N1Cc1ccc(Br)cc1	-0.3	8.8
Cc1ccc(CN2C(=O)CCC2C(=O)NC2CC2)cc1 (stereo not drawn)	-4.2	-3.7
Cc1cccc2c1N(CC(=O)OC(C)C)C(=O)C2=O	-2.4	-31.5
Cc1ccccc1-n1nc2c(c1NC(=O)c1cc3ccccc3oc1=O)CS(=O)(=O)C2	5.1	4.5
COc1cc2[nH]c(=S)nc(NCC3CCCO3)c2cc1OC (stereo not drawn)	-2.6	0.7
O=C(CC1Nc2ccccc2NC1=O)NCc1cccnc1 (stereo not drawn)	3.2	7.9
CCS(=O)(=O)N1CCCC(C(=O)NCCN2CCC(Cc3ccccc3)CC2)C1 (stereo not drawn)	-0.2	13.5
COc1ccc(CC(CC(=O)O)C(=O)Nc2ccccc2)cc1 (stereo not drawn)	0.5	9.5
CCOc1ccc2cc(C#N)c(SCC(=O)N3CCCC3)nc2c1	-4.6	-13.1
Cc1ccccc1NS(=O)(=O)c1ccc2[nH]cc(C(=O)NCCCN3CCOCC3)c(=O)c2c1	-3.1	-12.5
CC(C)CCNC(=O)C1CCN(c2nc3ccccc3o2)CC1	-0.9	-10.8
COCCNC(=O)c1c(N)n(/N=C/c2cccs2)c2nc3ccccc3nc12	0.4	-2.2
Nc1ccc(C(=O)O)c(O)c1	-7.3&-3.5	-20.5&-16.5
O=C(O)c1ccc(-c2ccco2)n1Cc1ccccc1	-1.7	-5.9
COc1ccc(OC)c2[nH]c(=O)c(CCNS(=O)(=O)c3ccc(C)cc3)cc12	0.9	1.4
CCC1(c2ccc(F)cc2)NC(=O)N(CC(=O)c2ccc[nH]2)C1=O (stereo not drawn)	-1.0	0.6
Cc1ccc(Cl)cc1N1CCN(C(=O)C2CCN(S(=O)(=O)c3cnc[nH]3)CC2)CC1	-11.4	-14.9
Cc1ccc(Cn2nnc3c(=O)[nH]c(C4CCN(S(=O)(=O)c5cc(C)ccc5C)CC4)nc32)cc1	3.2	2.9
CC(C)(C)NC(=O)C(c1ccco1)N(C(=O)Cn1nnc(-c2ccc(F)cc2)n1)c1ccccc1 (stereo not drawn)	2.7	9.6
CCN(CC)c1ncnc2sc(C(=O)N3CCN(c4ccccc4)CC3)c(C)c12	-2.6	-1.4

Taken from above.
Reading of COc1ccc(CC(CC(=O)O)C(=O)Nc2ccccc2)cc1 (stereo not drawn) under S aureus QS inh GFP MFI %: 9.5
Reading of COCCNC(=O)c1c(N)n(/N=C/c2cccs2)c2nc3ccccc3nc12 under S aureus QS inh: 0.4
Reading of O=C(O)c1ccc(-c2ccco2)n1Cc1ccccc1 under S aureus QS inh: -1.7
Reading of CCC1(c2ccc(F)cc2)NC(=O)N(CC(=O)c2ccc[nH]2)C1=O (stereo not drawn) under S aureus QS inh: -1.0
Reading of CCOc1ccc2cc(C#N)c(SCC(=O)N3CCCC3)nc2c1 under S aureus QS inh: -4.6
Reading of Cc1ccccc1NS(=O)(=O)c1ccc2[nH]cc(C(=O)NCCCN3CCOCC3)c(=O)c2c1 under S aureus QS inh GFP MFI %: -12.5
Reading of CCN(CC)c1ncnc2sc(C(=O)N3CCN(c4ccccc4)CC3)c(C)c12 under S aureus QS inh GFP MFI %: -1.4

Quoted at random: three compounds from above.
SMILES	S aureus QS inh	S aureus QS inh GFP MFI %
CCOC(=O)c1c(NC(=O)c2cc(C3CC3)on2)sc(C(C)=O)c1C	4.4	14.9
CC1CN(C(=O)c2ccccc2)OC(c2ccc3c(c2)OCO3)O1 (stereo not drawn)	0.4	25.1
CCOC(=O)c1ccc(-n2c(=S)sc3c(=O)[nH]c(C)nc32)cc1	1.7	3.8

This is a subset; count on the stated rates, not on these rows.
